FN deposit inh – fibronectin deposition inhibition. AID 743247. inhibition, % at 12.6 µM. 350,000 tested, 0.086% active. AH1F fibroblasts, Alexa488-fibronectin deposition fluorescence, overnight;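 active means mean inhibition across replicates of 30% or more, regardless of how many single replicates reach that level; inconclusive means mean under 30% yet at least half of replicates reach 30%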;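 further: positive control wells lacked labelled fibronectin entirely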
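Assay system: AH1F fibroblasts / Quantity: 10000 cells per well / Medium: DMEM plus 2% serum, read in PBS / Reagent: labelled fibronectin 24 nM / Dosing: single dose, pinned / Times: 1 h cell attachment, overnight exposure to compound and label / Signal: fluorescence, ex 485 nm, em 525 nm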
DENV2 CPE – DENV2-induced cell death inhibition; DENV2-infected cells, cytopathic effect rescue, plate reader; AID 651640; 350,000 tested, 1.7% active; CPE inhibition, % at 9.99 µM; in the data active means CPE inhibition above about 20%, passing the limit was not always enough; inconclusive means no clear call, values can overlap the other calls; tested in BHK-21 cells;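 further: 0% = median of neutral control wells and 100% = median of positive control wells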
F508del corr – CFTR F508del correction in bronchial cells. CFBE cells, YFP halide quenching; stimulated with forskolin plus potentiator P3; % fluorescence drop versus neutral controls. activity (quench increase), % at 7.58 µM. 350,000 tested, 0.36% active. AID 720511;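 active means mean added fluorescence quench of at least 8% versus neutral control, with both replicates also reaching 8%; inconclusive means only one of the mean or replicate conditions met; inactive means mean below 8% and not both replicates reaching 8%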;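 further: cells transiently co-express mutant CFTR-F508del with the halide-sensitive YFP; corrector assay measuring rescue of mutant channel to the surface after 24 h compound exposure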
GSIS activator – GLuc luminescence reporter in INS-1E cells, primary screen for activators of glucose-dependent secretion of insulin. INS-1E GLuc reporter insulin secretion, 2-3 h. activation, % at 16.6 µM. 370,000 tested, 0.61% active. AID 743287;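 active means lowest replicate activation of at least 40%, so every replicate reaches that level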;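 further: 0% = median of neutral control wells and 100% = median of IBMX positive control wells; some compounds called inactive have numbers as strong as hits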
PAX8 reporter – PAX8 transcriptional activity inhibition; RMG-I TPO-luciferase reporter, SteadyGlo, 24 h; inhibition, % at 12.6 µM; 360,000 tested, 1.2% active;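 active means mean replicate inhibition at least 60% with every replicate also reaching 60%; inconclusive means only one of the two criteria is met; inactive means mean below 60% and not all replicates reaching 60%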;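 further: luciferase light reporting Pax8 driven TPO promoter activity; plate controls were median of neutral control wells for no effect and mitoxantrone controls for full effect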
miR122 inh – blocks miR-122 activity in Huh7 sensor cells; 340,000 tested, 0.3% active; activation (reporter increase), % at 12.5 µM; Huh7 miR-122 Renilla luciferase sensor, 48 h; neutral wells = 0, positive control = 100; AID 602342;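 active means mean replicate activation score at least 90 and every replicate individually at or above 90; inconclusive means only one of the two criteria met; inactive means neither criterion met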;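 further: higher luciferase means less miR-122 activity so hits act as miR-122 inhibitors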
EWS-Fli block – inhibitors of EWS/Fli oncoprotein transcriptional activity. 350,000 tested, 0.67% active. A673 NR0B1-luciferase reporter, viability-normalised. inhibition, % at 12.6 µM;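 active means mean inhibition of at least 50% after viability correction, with every replicate also passing that limit; inconclusive means mean reaches 50% but only one of two replicates passes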;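 further: firefly luciferase signal divided by Alamar Blue viability fluorescence both relative to DMSO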
* marks the source's active call; other numbers are inactive results; ? = inconclusive; nt = no result given; [ ] = remark or other dose.

SMILES	FN deposit inh	DENV2 CPE	F508del corr	GSIS activator	PAX8 reporter	miR122 inh	EWS-Fli block
CCc1nc2c(OCc3ccc(F)c(F)c3)cccn2c1N(C)C(=O)c1cccs1	nt	-6	-1.4	-40	5	-6	14
COc1ccccc1-c1nnc(NC(=O)c2ccc(S(=O)(=O)N(C)CC3CCCO3)cc2)o1 (stereo not drawn)	3	2	-3.6	7	20	11	nt
COc1cc(Cc2cc(N)nc(N)n2)cc(OC)c1OC	3	8	2.1	17	-10	nt	-2
Cc1nn(Cc2ccccc2)c(C)c1/C=N/NC(=O)CNc1cccc(C(F)(F)F)c1	-4	0	0.2	-19	28	nt	2
CCC(=O)N1[C@H](CO)[C@@H]2c3ccccc3N(S(=O)(=O)c3ccccc3)C[C@@H]21	nt	14	0.8	3	-8	17[16.7 µM]	-3
CC(C)C#Cc1cnc2c(c1)C(=O)N([C@@H](C)CO)C[C@H](C)[C@@H](CN(C)C(=O)CC1CC1)O2	-4	2	-0.8	-7	2	-3[16.7 µM]	-11
COc1ccc(C(=O)NC(=S)Nc2ccccc2N2CCCCC2)cc1[N+](=O)[O-]	1	nt	nt	-43	40	nt	nt
Cc1cc(C)cc(NC(=O)CCNS(=O)(=O)c2cc(Br)cnc2N)c1	-19	-8	0.6	-18	5	0	nt
NS(=O)(=O)c1ccc(NC(=S)Nc2ccc(S(=O)(=O)Nc3nccs3)cc2)cc1	12	-6	-0.3	9	1	nt	-4
O=C(NCCNS(=O)(=O)c1ccccc1Cl)c1cc(OCC(F)(F)F)ccc1OCC(F)(F)F	-1	nt	nt	nt	11	32	nt
CCNC(=O)N1CCCC(C(=O)c2ccc(C(F)(F)F)cc2)C1 (stereo not drawn)	-1	?	-1.5	6	11	-5	-4
COc1ccccc1/C=C1\Cc2ccccc2C1=O	-10	8	-1.9	15	-7	-3	-50
CC=Cc1ccc2n(c1=O)C[C@@H]1[C@@H](CO)[C@H](C(=O)NCC)[C@H]2N1C(=O)c1ccccc1 (mixture of isomers)	nt	-1	-4.0	-1	-5	-1[16.7 µM]	9
Cc1ccc(/C=N/NC(=O)c2nnn(-c3nonc3N)c2CSc2ccccc2)cc1	3	6	-0.8	-5	7	nt	-9
COCCNC(=O)C[C@H]1CC[C@H]2[C@@H](COc3ccc(NC(=O)Cc4ccccc4)cc3C(=O)N2C)O1	-2	-2	-4.3	1	-15	-20[16.7 µM]	1
O=C(Nc1ccc(-c2csc(Nc3cccc(C(F)(F)F)c3)n2)cc1)c1cc([N+](=O)[O-])cc(C(F)(F)F)c1	6	135*	2.1	nt	34	3	16
C[C@H](CO)N1C[C@H](C)[C@@H](CN(C)CC2CCCCC2)Oc2c(NC(=O)CCCCCC(=O)Nc3ccccc3N)cccc2C1=O	6	8	1.2	-10	81*	nt	nt
FC(F)(F)c1ccnc(N2CCN(Cc3cnc(-c4ccccc4)[nH]3)CC2)c1	-1	-4	3.2	-19	18	-1	-21
O=S(=O)(Cc1ccccc1)N1CCCCN2[C@H](CO)[C@@H](c3ccc(-c4cncnc4)cc3)[C@@H]2C1	nt	1	0.3	12	-2	-1[16.7 µM]	-17
COc1ccc2c3c(n(C)c2c1)[C@@H](CO)N(C(C)=O)CC31CCN(C(=O)Nc2ccccc2F)CC1	10	-2	-2.6	4	nt	nt	4
CCCCN1C(=O)C(=O)N(CC(=O)Nc2cc(OCC)c(N3CCOCC3)cc2OCC)C1=O	nt	0	0.2	6	-6	-8	-1
O=C(COC(=O)c1ccc(F)c(S(=O)(=O)N2CCOCC2)c1)NCCc1ccccc1	nt	12	-6.0	-29	-8	-6	-5
COC(=O)COc1cccc(NC(=O)c2ccccc2)c1	6	nt	nt	20	nt	54	nt
O=C(Nc1ccc2c(c1)[C@@H]1C[C@@H](CC(=O)N3CCc4ccccc4C3)O[C@@H](CO)[C@@H]1O2)Nc1ccccc1F	-10	5	-0.1	-9	64*	-3[16.7 µM]	3

Part of the list above in order of SMILES length, low to high:
SMILES	FN deposit inh	DENV2 CPE	F508del corr	GSIS activator	PAX8 reporter	miR122 inh	EWS-Fli block
FC(F)(F)c1ccnc(N2CCN(Cc3cnc(-c4ccccc4)[nH]3)CC2)c1	-1	-4	3.2	-19	18	-1	-21
O=C(COC(=O)c1ccc(F)c(S(=O)(=O)N2CCOCC2)c1)NCCc1ccccc1	nt	12	-6.0	-29	-8	-6	-5
COCCNC(=O)C[C@H]1CC[C@H]2[C@@H](COc3ccc(NC(=O)Cc4ccccc4)cc3C(=O)N2C)O1	-2	-2	-4.3	1	-15	-20[16.7 µM]	1
CC=Cc1ccc2n(c1=O)C[C@@H]1[C@@H](CO)[C@H](C(=O)NCC)[C@H]2N1C(=O)c1ccccc1 (mixture of isomers)	nt	-1	-4.0	-1	-5	-1[16.7 µM]	9
O=C(Nc1ccc(-c2csc(Nc3cccc(C(F)(F)F)c3)n2)cc1)c1cc([N+](=O)[O-])cc(C(F)(F)F)c1	6	135*	2.1	nt	34	3	16
O=C(Nc1ccc2c(c1)[C@@H]1C[C@@H](CC(=O)N3CCc4ccccc4C3)O[C@@H](CO)[C@@H]1O2)Nc1ccccc1F	-10	5	-0.1	-9	64*	-3[16.7 µM]	3

(continued)
SMILES	FN deposit inh	DENV2 CPE	F508del corr	GSIS activator	PAX8 reporter	miR122 inh	EWS-Fli block
O=S(=O)(Nc1cccc(CO)c1)c1cccs1	0	3	-1.2	4	13	-8	5
CO[C@H]1CN(C)C(=O)c2ccc(NC(C)=O)cc2OC[C@@H](C)N(C(=O)CC2CC2)C[C@H]1C	-7	-6	-2.3	4	4	-33[16.7 µM]	-4
Cn1c(=O)c2[nH]c(SCc3ccccn3)nc2n(C)c1=S	3	7	1.5	181*	9	nt	1
CNC(=O)NC(=O)CSc1cccc(C(F)(F)F)c1	nt	2	-2.1	0	nt	nt	13
CCNc1nc(C#N)nc2c1ncn2-c1cc(F)cc(F)c1	-10	-7	0.9	-1	15	-2	-8
Cc1ccc(S(=O)(=O)Nc2ccc3c(c2)CC(=O)N([C@H](C)CO)C[C@@H](C)[C@@H](CN(C)S(=O)(=O)c2ccccc2)O3)cc1	3	4	1.4	-4	7	1[16.7 µM]	-2
CCN(CC)C(=O)Oc1c(Cl)cc(Cl)c2cccnc12	nt	4	nt	-1	3	-9	4
Cc1nnc(NC(=O)CSC2=NN3CCCC(=O)N=C3S2)s1	-9	-1	-1.8	12	3	nt	17
Nc1ccccc1-c1nnc2n1CCCCC2	2	-5	-0.6	11	2	nt	1
Nc1ccc2c(c1)Oc1ccccc1C=C2	2	-3	0.6	26	-8	nt	24
CCCCn1c(N)c(N(CC(C)C)C(=O)c2cc(-c3ccncc3)nc3ccccc23)c(=O)[nH]c1=O	1	1	0.4	7	nt	nt	14
CC(OC(=O)c1ccncc1)C(=O)Nc1cccc([N+](=O)[O-])c1 (stereo not drawn)	2	-2	-3.2	10	2	3	-6
CCCCCc1n[nH]c2c1CCCC2	10	0	1.0	-2	3	nt	3
CCCCC1CN2CCc3c([nH]c4ccccc34)C2(C)C1 (stereo not drawn)	2	-2	0.2	-14	27	16	22
Cc1ccccc1C(=O)Nc1ccnn1C1CCN(C(C)Cc2ccccc2F)CC1 (stereo not drawn)	-5	-3	0.3	-13	14	6	nt
COCCn1c(-c2ccc(OC)cc2)cnc1SCC(=O)Nc1cccc2ccccc12	2	nt	nt	nt	20	-11	nt
NC(=O)CC(NC(=O)Cc1ccc(Br)cc1)c1ccc(NC2CCCCCC2)c([N+](=O)[O-])c1 (stereo not drawn)	12	-12	-2.5	3	29	-16	7
CCOc1cc(N2CCOCC2)c(OCC)cc1NC(=O)c1cc(S(=O)(=O)N2CCOCC2)ccc1C	-29	7	3.2	-2	-1	-14	6
Cc1ccc(C(=O)NCCCc2ccccc2)s1	6	nt	nt	-9	-267	2	nt
Nc1nonc1-n1nnc(C(=O)N/N=C/c2ccccc2Cl)c1COc1ccc(F)cc1	0	-5	3.6	11	-9	nt	-6
Cc1cc(=O)oc2cc(OCC(=O)Nc3ccc(S(=O)(=O)N(C)C)cc3)ccc12	5	-3	-1.7	7	-12	-1	11
N#C[C@H]1[C@@H](c2ccc(C#Cc3ccccc3F)cc2)[C@@H](CO)N1C(=O)C1CC1	3	-4	-3.5	-15	7	nt	-9
COc1ccc(CN(C)C(=O)c2cccc(NC(=O)CC3SC(N4CCCCC4)=NC3=O)c2)c(OC)c1 (stereo not drawn)	14	-2	0.9	-22	55	-7	17
Cc1ccc(S(=O)(=O)N2CCC(C)CC2)cc1	5	10	-3.6	3	-13	9	1
CC(C)c1ccc(NC2CCCN(C(=O)CCN3CCCO3)C2)cc1 (stereo not drawn)	3	4	-2.4	18	4	nt	3
COc1ccc(Cl)cc1C(=O)OCC(=O)NCc1cccs1	7	13	-0.9	12	-4	6	-3
Nc1cc2c(cc1O)CCCC2	4	0	-1.1	-1	2	0	-36
COc1cc2c(cc1OC)C(C)N(Cc1ccc3c(c1)OCO3)CC2 (stereo not drawn)	nt	-1	-2.4	4	nt	12	-8
OC[C@H]1[C@@H](c2ccc(C#Cc3ccccc3)cc2)[C@H]2CN(Cc3cncnc3)CCCCN21	nt	16	-4.0	-18	28	-5[16.7 µM]	-17
CCc1nc2ccc(C(=O)NCCN3CCNC3=O)cn2c1N(CCC(C)C)CCN(C)C	-6	-9	1.8	4	9	0	-9
O=C(c1cccnc1)N1CC(=O)N2[C@@H](CO)[C@H](c3ccc(-c4ccccc4F)cc3)[C@@H]2C1	-1	18	-1.9	-4	-9	nt	2
CCN1CCN(c2cc(C)c3cc(NC(=O)Cc4ccc(OC)c(OC)c4)ccc3n2)CC1	8	6	0.9	nt	10	-4	-5
COc1ccc(C2CC(c3ccccc3)=NN2C(=S)Nc2ccccc2)cc1 (stereo not drawn)	-3	-5	3.1	-10	1	-4	-2
O=C(CSC(=S)N1CCCC1)Nc1cc2c(cc1Br)OCCO2	5	-1	3.8	2	9	nt	-15
Cc1ccc2nc(N(CCCN(C)C)C(=O)c3cc(-c4cccs4)nc4ccccc34)sc2c1	3	-8	0.5	-27	-11	-12	9
Cc1ccc(S(=O)(=O)N2CC[C@H]3[C@@H](CO)N(C)c4ccc(-c5ccccc5F)cc4[C@H]32)cc1	4	-8	-2.6	4	-4	-6[16.7 µM]	5
c1ccc2c(C(c3nnnn3-c3ccc4c(c3)OCCO4)N3CCCCC3)ccnc2c1 (stereo not drawn)	5	?	-0.3	-4	6	nt	-16
COC(=O)C[C@@H]1CC[C@H]2[C@H](COc3ccc(NC(=O)c4ccccc4OC)cc3C(=O)N2C)O1	19	1	-2.5	-6	11	8[16.7 µM]	-8
COC(=O)C[C@H]1CC[C@@H](NS(=O)(=O)c2ccc(OC)cc2)[C@@H](CO)O1	-2	-7	3.4	3	-6	nt	2
OC(COc1ccccc1F)CN1CCC(Cc2ccccc2)CC1 (stereo not drawn)	-8	6	-1.6	-19	-13	0	-1
C[C@H](CO)N1C[C@H](C)[C@@H](CN(C)Cc2ccc(Cl)c(Cl)c2)Oc2c(NC(=O)c3ccc(-c4nccs4)cc3)cccc2C1=O	19	-8	1.9	-7	nt	16[16.7 µM]	9
C[C@H]1CN([C@@H](C)CO)C(=O)Cc2cc(N(C)C)ccc2O[C@@H]1CN(C)S(=O)(=O)c1cn(C)cn1	-7	-5	-1.2	0	-13	1[16.7 µM]	5
CC(C)NC(=O)N(C)C[C@@H]1Oc2c(NS(=O)(=O)c3ccccc3)cccc2C(=O)N([C@H](C)CO)C[C@H]1C	0	2	-1.3	11	1	2[16.7 µM]	7
CCCN1C[C@@H](C)[C@@H](OC)CN(C)C(=O)c2ccc(NC(=O)C3CC3)cc2OC[C@H]1C	15	-2	0.3	0	-5	nt	7
N/C(=N\OC(=O)/C=C/c1ccccc1)c1cccnc1	0	4	1.4	6	-209	nt	-82
CCC(=O)N=c1sc2cc(F)cc(F)c2n1C	-7	?	-3.1	38	12	nt	-24
COc1cccc(-n2cc(CNCc3cn(C)nc3-c3ccccc3F)cn2)c1	0	-11	0.9	-17	-2	5	-2

Source: PubChem
